Assay outcomes (PubChem BioAssay)
GPR151 ag: activators of human GPR151. Q8TDV0. PathHunter beta-arrestin GPR151 cells, luminescence. activation, % at 11.2 µM. 650,000 compounds, 1% hits; in the data active means activation above about 4.9%;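 further: 0% = median of compound wells and 100% = cells with positive control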
Target sequence (Q8TDV0 whole entry, looked up): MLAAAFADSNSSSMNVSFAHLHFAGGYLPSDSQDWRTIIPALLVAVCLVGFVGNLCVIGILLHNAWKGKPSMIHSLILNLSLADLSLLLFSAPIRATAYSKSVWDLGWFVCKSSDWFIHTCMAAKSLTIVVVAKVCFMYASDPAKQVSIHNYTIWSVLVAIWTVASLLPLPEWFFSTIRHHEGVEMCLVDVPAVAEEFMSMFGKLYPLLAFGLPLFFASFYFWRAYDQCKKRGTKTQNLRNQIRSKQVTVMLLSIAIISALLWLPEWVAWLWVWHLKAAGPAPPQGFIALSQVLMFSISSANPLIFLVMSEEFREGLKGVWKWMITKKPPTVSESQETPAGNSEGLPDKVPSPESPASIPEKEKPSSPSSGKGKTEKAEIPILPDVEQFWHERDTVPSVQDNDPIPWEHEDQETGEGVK
MITF primary: blocks human microphthalmia-associated transcription factor. AlphaScreen MITF homodimerization, bead proximity signal. inhibition, % at 2.6 µM. 650,000 compounds, 0.91% hits. AID 1259374; in the data active means inhibition above about 50%;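 further: 0% = vehicle wells with protein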
Target sequence (O75030 whole entry, looked up): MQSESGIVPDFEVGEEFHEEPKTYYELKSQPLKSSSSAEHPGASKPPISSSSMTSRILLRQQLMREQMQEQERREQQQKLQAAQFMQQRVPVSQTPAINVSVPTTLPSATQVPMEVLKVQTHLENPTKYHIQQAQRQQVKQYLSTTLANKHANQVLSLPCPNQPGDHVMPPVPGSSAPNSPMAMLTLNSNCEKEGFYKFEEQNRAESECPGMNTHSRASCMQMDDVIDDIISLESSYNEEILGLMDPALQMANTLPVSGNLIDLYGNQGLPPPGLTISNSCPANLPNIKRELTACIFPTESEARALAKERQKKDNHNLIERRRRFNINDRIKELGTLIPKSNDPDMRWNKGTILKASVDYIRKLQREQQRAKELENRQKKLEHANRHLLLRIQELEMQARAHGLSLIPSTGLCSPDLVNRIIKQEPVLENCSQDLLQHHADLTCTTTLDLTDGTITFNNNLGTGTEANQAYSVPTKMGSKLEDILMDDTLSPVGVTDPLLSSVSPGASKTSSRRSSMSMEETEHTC
TEAD-YAP block: TEAD-YAP interaction inhibition. 640,000 compounds, 1.4% hits. HEK-TIYL cells, TEAD-Gal4/YAP UAS-luciferase luminescence. inhibition, % at 9.12 µM; in the data active means inhibition above about 32%;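 further: 0% = median of test compound wells and 100% = reference inhibitor wells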
FBW7 act: human FBW7 E3 ligase activation, primary screen. Q969H0. AlphaScreen FBW7–phospho-cyclin E peptide binding, activator screen. normalized activity (activation), % at 26.1 µM. 650,000 compounds, 0.13% hits. AID 1259310; in the data active means normalized activity above about 1.9%;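 further: purified mutant Fbw7 with reduced substrate affinity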
* = called active by the depositor.

The first 26 records, ahead of the listing:
SMILES	GPR151 ag	MITF primary	TEAD-YAP block	FBW7 act
Cc1cc(C(=O)NC(C)c2ccccc2)on1 (centres undefined)	2.1	7	0	-0.1
COc1ccc(CSCC(=O)NN=C2CCCC2)cc1	0.4	11	2	0.1
O=C(c1cccc2ccccc12)N1CCN(Cc2nc3ccccc3[nH]2)CC1	2.2	59*	10	-0.5
O=C(Nc1ccc(S(=O)(=O)Nc2ncccn2)cc1)c1ccccc1Cl	-0.7	9	2	-0.3
O=C(Nc1ccc(-c2nc3ccccc3s2)c(O)c1)c1cc(Cl)ccc1Cl	0.3	-2	-34	-0.1
Cc1cc(C)nc(SCC(=O)NN)n1	0.2	-1	-1	-0.6
COc1ccc(/C=C2\N=C(c3ccc(C)cc3)OC2=O)c(OC)c1OC	0.4	-3	-4	-0.1
C(=C\c1ccc2cccc(OCc3ccccc3)c2n1)/c1ccc2c(c1)OCO2	-0.1	10	1	-0.1
COc1cccc(-n2c(=O)[nH]c3c(C(N)=O)nc(-c4ccsc4)nc32)c1	-0.4	-5	-3	-0.1
Nc1nc2n(n1)C(c1ccccc1)C=C(c1ccccc1)N2 (centres undefined)	1.1	12	-1	0.6
COC(=O)C1=CN(Cc2cccs2)C=C(C(=O)OC)C1c1cc(F)ccc1F	-0.7	1	-1	0.6
CCC(NS(=O)(=O)c1ccc(OC)c(OC)c1)C12CC3CC(CC(C3)C1)C2 (centres undefined)	0.3	12	6	0.5
CCn1c(SCC(=O)Nc2ccc(N)cc2)nnc1-c1ccc(Cl)cc1	0.4	-15	-3	-0.5
O=C(CNc1ccc(F)c([N+](=O)[O-])c1)N1CCc2ccccc21	-0.2	2	-4	-0.1
O=C(OCc1ccc([N+](=O)[O-])cc1)c1cc(Cl)ccc1O	1.8	5	2	-0.1
CC[C@H](C)[C@@H]1NC(=O)[C@@H]2C[C@H](NCc3cccc(C)c3)CN2C1=O	0.9	7	13	0.1
C/C(CC(=O)NCc1ccco1)=N\NC(=O)c1ccc(C(C)(C)C)cc1	0.3	6	-3	0.0
S=c1[nH]nc(CCc2ccccc2)n1Cc1ccccc1	0.6	4	-5	0.0
N#CCCn1cc(C(=O)N2CCOCC2)c(-c2ccc([N+](=O)[O-])cc2)n1	-2.1	14	11	0.6
Cc1ccccc1N1C(=O)c2ccc(Oc3cccc(N)c3)cc2C1=O	0.9	0	11	0.0
O=C(NCCCO)/C(=C/c1ccccc1)NC(=O)c1ccco1	-0.7	-2	0	0.6
CC(NCCO)C(C)C(c1ccccc1)c1ccccc1 (centres undefined)	4.8	9	10	0.1
O=C(Nc1cc([N+](=O)[O-])ccc1O)c1ccc(Br)o1	-3.7	13	-52	0.5
COc1ccc(S(=O)(=O)Nc2ccc(N3CCOCC3)cc2)cc1	-0.4	11	2	0.1
O=C1CC(c2nc3ccccc3n2C/C=C/c2ccccc2)CN1Cc1ccccc1 (centres undefined)	1.6	1	-8	-0.3
CNC(=O)c1ccc(-c2ccc(Cl)cc2)nc1NCCOC	-0.9	11	-43	0.0

Main list, from the first entry:
SMILES	GPR151 ag	MITF primary	TEAD-YAP block	FBW7 act
Cc1cc(C(=O)NC(C)c2ccccc2)on1 (centres undefined)	2.1	7	0	-0.1
COc1ccc(CSCC(=O)NN=C2CCCC2)cc1	0.4	11	2	0.1
O=C(c1cccc2ccccc12)N1CCN(Cc2nc3ccccc3[nH]2)CC1	2.2	59*	10	-0.5
O=C(Nc1ccc(S(=O)(=O)Nc2ncccn2)cc1)c1ccccc1Cl	-0.7	9	2	-0.3
O=C(Nc1ccc(-c2nc3ccccc3s2)c(O)c1)c1cc(Cl)ccc1Cl	0.3	-2	-34	-0.1
Cc1cc(C)nc(SCC(=O)NN)n1	0.2	-1	-1	-0.6
COc1ccc(/C=C2\N=C(c3ccc(C)cc3)OC2=O)c(OC)c1OC	0.4	-3	-4	-0.1
C(=C\c1ccc2cccc(OCc3ccccc3)c2n1)/c1ccc2c(c1)OCO2	-0.1	10	1	-0.1
COc1cccc(-n2c(=O)[nH]c3c(C(N)=O)nc(-c4ccsc4)nc32)c1	-0.4	-5	-3	-0.1
Nc1nc2n(n1)C(c1ccccc1)C=C(c1ccccc1)N2 (centres undefined)	1.1	12	-1	0.6
COC(=O)C1=CN(Cc2cccs2)C=C(C(=O)OC)C1c1cc(F)ccc1F	-0.7	1	-1	0.6
CCC(NS(=O)(=O)c1ccc(OC)c(OC)c1)C12CC3CC(CC(C3)C1)C2 (centres undefined)	0.3	12	6	0.5
CCn1c(SCC(=O)Nc2ccc(N)cc2)nnc1-c1ccc(Cl)cc1	0.4	-15	-3	-0.5
O=C(CNc1ccc(F)c([N+](=O)[O-])c1)N1CCc2ccccc21	-0.2	2	-4	-0.1
O=C(OCc1ccc([N+](=O)[O-])cc1)c1cc(Cl)ccc1O	1.8	5	2	-0.1
CC[C@H](C)[C@@H]1NC(=O)[C@@H]2C[C@H](NCc3cccc(C)c3)CN2C1=O	0.9	7	13	0.1
C/C(CC(=O)NCc1ccco1)=N\NC(=O)c1ccc(C(C)(C)C)cc1	0.3	6	-3	0.0
S=c1[nH]nc(CCc2ccccc2)n1Cc1ccccc1	0.6	4	-5	0.0
N#CCCn1cc(C(=O)N2CCOCC2)c(-c2ccc([N+](=O)[O-])cc2)n1	-2.1	14	11	0.6
Cc1ccccc1N1C(=O)c2ccc(Oc3cccc(N)c3)cc2C1=O	0.9	0	11	0.0
O=C(NCCCO)/C(=C/c1ccccc1)NC(=O)c1ccco1	-0.7	-2	0	0.6
CC(NCCO)C(C)C(c1ccccc1)c1ccccc1 (centres undefined)	4.8	9	10	0.1
O=C(Nc1cc([N+](=O)[O-])ccc1O)c1ccc(Br)o1	-3.7	13	-52	0.5
COc1ccc(S(=O)(=O)Nc2ccc(N3CCOCC3)cc2)cc1	-0.4	11	2	0.1
O=C1CC(c2nc3ccccc3n2C/C=C/c2ccccc2)CN1Cc1ccccc1 (centres undefined)	1.6	1	-8	-0.3
CNC(=O)c1ccc(-c2ccc(Cl)cc2)nc1NCCOC	-0.9	11	-43	0.0
CCOc1ccccc1NC(=S)N(CCOC)C1CCN(C(C)=O)CC1	0.0	0	6	-0.1
CC(C)(C)Nc1nc(Oc2ccc(=O)n(-c3ccccc3)n2)nc(N2CCOCC2)n1	0.6	11	5	0.0
NC(=O)C1CCN(CC(=O)NC2CCCc3ccccc32)CC1 (centres undefined)	-1.6	-10	5	0.0
COc1cc(/C=N/Nc2ccc3ccccc3n2)cc([N+](=O)[O-])c1O	-0.8	8	-9	-0.1
O=C(NCCCN1CCCC1=O)c1cc(Br)ccc1Cl	-0.6	-16	-8	0.0
O=C(NCCNCc1cccc(Cl)c1)c1ccco1	-0.3	31	4	0.0
CCN(CC)CCN(C)Cc1ccccc1Cl	0.2	46	6	0.0
Cc1cccc(N(CCCN2C(=O)c3cccc4cccc(c34)C2=O)C(=O)c2ccc(F)cc2)c1	1.3	-2	4	-0.1
COc1ccccc1NC(=O)CSc1nnc2ncccn12	0.1	11	-8	0.1
CCS(=O)(=O)N1Cc2ccccc2CC1C(=O)Nc1ccccc1N1CCCCC1 (centres undefined)	0.9	6	-8	0.0
CC1CCCCN1C(=O)c1cc(-c2ccccc2O)on1 (centres undefined)	-0.6	-11	-49	-0.2
C/C(Nc1ccc(Cl)cc1)=C(/C#N)C(N)=O	-0.8	8	-15	0.0
COc1cccc(-c2cnc3c(Nc4cccc(C(F)(F)F)c4)nccn23)c1	0.9	4	1	0.3
O=C(NCCCN1CCCC1=O)c1cnccc1Nc1nc(-c2cc(Br)ccc2F)nc2nccnc12	0.7	2	-7	-0.4
CC(C)(C)NC(=O)c1cc2nc(-c3cccs3)cc(C(F)(F)F)n2n1	-0.8	-5	9	1.7
COCCCNC(=O)C1CCN(Cc2ccccc2O)CC1	-1.5	25	-4	0.5
N#C/C(=C\c1ccccc1OC(F)F)C(=O)O	0.1	3	10	-0.2
CCOC(=O)C1=C(C)OC(N)=C(C#N)C1c1cccc2ccccc12 (centres undefined)	-0.4	11	8	0.0
CC(=O)c1cc2c(cc1NC(=O)c1ccccc1F)OCCO2	0.5	5	4	0.2
COc1cc2[nH]c(=S)n(Cc3ccccn3)c(=O)c2cc1OC	-0.3	9	13	-0.1
CC(C)CNc1nnnc2c1sc1nc(N3CCOCC3)c3c(c12)CCCC3	0.6	5	4	-0.1
CCNc1nc(NC(C)(C)C)nc(N(CC)C(N)=O)n1	-0.1	6	-2	-0.1
CC(=O)Nc1cccc(NC(=O)CN2C(=O)CC(c3ccccc3)Sc3ccccc32)c1 (centres undefined)	-0.7	3	11	0.1
CC1=NN(c2cccc(Cl)c2)C(=O)/C1=C/c1ccc(-c2ccc(Cl)cc2Cl)o1	1.7	-2	3	0.2
CCn1cc(C(C)NC(=O)Nc2ccccc2C(=O)OC)c(C)n1 (centres undefined)	0.8	-6	1	0.2
CCCSc1nnc(CSc2ncccn2)n1-c1ccccc1	0.6	0	1	0.0
CC1=C(C(=O)OCCc2ccccc2)C(c2ccc(C(F)(F)F)cc2)NC(=O)N1C (centres undefined)	-1.6	-1	6	0.0
O=C(CCSCc1ccccc1F)N1CCN(c2ccccc2F)CC1	0.2	6	6	-0.1
Cc1sc2nc(C(C)C)nc(SCC(=O)NC(C)(C)C)c2c1C	1.9	-2	-15	0.3
CC1CCc2c(sc(NC(=O)c3ccc(S(=O)(=O)N4CCc5ccccc54)cc3)c2-c2nc3ccccc3s2)C1 (centres undefined)	0.9	-2	-16	-0.1
[O-][n+]1cc(O)c(I)c2ccccc21	-0.7	13	9	-0.1
Cc1nc(Nc2ccc(Cl)cc2)c2c3c(sc2n1)CCCC3	1.1	11	0	0.0
COC(=O)c1ccc(NC(=S)NC(=O)C(C)(C)C)cc1	0.1	4	-30	0.0
COC(OC)C12c3ccccc3C(c3ccccc31)C1C(=O)N(c3ccc(Br)cc3)C(=O)C12 (centres undefined)	0.4	10	-10	0.2

Just MITF primary and GPR151 ag, for some of the entries so far:
canonical_smiles | MITF primary | GPR151 ag
[O-][n+]1cc(O)c(I)c2ccccc21 | 13 | -0.7
CC1CCc2c(sc(NC(=O)c3ccc(S(=O)(=O)N4CCc5ccccc54)cc3)c2-c2nc3ccccc3s2)C1 (centres undefined) | -2 | 0.9
CC1=C(C(=O)OCCc2ccccc2)C(c2ccc(C(F)(F)F)cc2)NC(=O)N1C (centres undefined) | -1 | -1.6
COCCCNC(=O)C1CCN(Cc2ccccc2O)CC1 | 25 | -1.5

(further entries)
SMILES	GPR151 ag	MITF primary	TEAD-YAP block	FBW7 act
COc1ccc(-c2nc(-c3ccc4sc5ccccc5c4c3)c(-c3ccccc3)[nH]2)cc1OC	0.2	13	9	-0.1
CC(C)CNC(=O)CN(C1CCCCC1)S(=O)(=O)c1ccccc1	1.2	-3	4	0.1
CCc1ccc(NC(=O)C2CC(c3ccc(OC)cc3)=NO2)cc1 (centres undefined)	-0.4	2	2	-0.2
COc1ccc(CCC2(C)NC(=O)NC2=O)cc1 (centres undefined)	1.4	-6	12	0.0
Cc1ccc2[nH]c3c(c2c1)CN(Cc1ccccc1)CC3	2.1	1	10	-0.1
CCOc1ccc(NC(=O)c2ccccc2Nc2ccc(S(=O)(=O)C(F)(F)F)cc2[N+](=O)[O-])cc1	-0.3	10	3	0.0
Cc1ccc2c(c1)-c1c(ssc1=S)C(C)(C)N2C(=O)CSC1=NCCS1	1.2	8	-3	-0.8
O=C(N/N=C/c1ccc2c(c1)OCO2)c1cc(O)c(O)c(O)c1	-1.1	25	9	-0.1
COc1ccc2oc(=O)c(C(=O)N(C)Cc3cccnc3)cc2c1	0.1	9	11	0.0
CC1(C)CC(=O)C(C(NC(=O)c2ccccc2)(C(F)(F)F)C(F)(F)F)=C(O)C1	0.9	11	1	0.2
O=C(Nc1ccc(O)c(-c2nc3ccccc3s2)c1)c1cccc(Br)c1	0.4	9	9	-0.1
CCCNc1cc(C)oc(=O)c1C(=O)CCC	-0.3	6	3	0.0
CN(C)CCNC(=O)c1ccc(Sc2cccc(Cl)c2)c([N+](=O)[O-])c1	0.1	11	1	-0.2
Cc1ccc(-c2nnc(NCc3ccccc3)c3ccccc23)cc1S(=O)(=O)NCc1nc2ccccc2[nH]1	0.9	-4	12	0.0
Cc1ccc(S(=O)(=O)Nc2cc(C(C)(C)C)c(O)c(C(C)(C)C)c2)cc1	0.4	1	-7	-0.2
O=C(NCc1ccc2c(c1)OCO2)c1nnc(Cc2cccc(Cl)c2)o1	0.8	1	5	0.1
O=C(CN1CCCCC1)Nc1ccc2c(c1)OCCO2	0.0	38	-66	-0.1
Cc1ccc(S(=O)(=O)N2C(=O)CCC2C(=O)Nc2ccccc2C(N)=O)cc1 (centres undefined)	-0.3	-1	-10	-0.3
CCC1CCCCN1C(=O)c1c(F)cccc1F (centres undefined)	-0.2	2	0	0.5
Cc1cccc(OCC(=O)Nc2cccc(NC(=O)c3ccco3)c2)c1C	0.6	-9	-8	-0.1
